Bioassay records (PubChem)
Giardia killer: Giardia lamblia killing; 0.15% of 340,000 active; AID 540267; activity change, % at 7.66 µM, hits read low; Giardia lamblia trophozoite viability; in the data active = activity change below about -80%; inconclusive = between about -30% and that limit;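 also: parasites exposed to compound for two days anaerobically before the ATP read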
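Luminescent ATP signal served as the viability read-out, measured 15-30 min after adding ATP detection reagent to trophozoites that had been incubated with compounds for 48 hrs at 37 deg C anaerobically at 100 cells/well.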
KCNH2 3.1 inh: blocks the human KCNH2 3.1 channel isoform; U2OS KCNH2 3.1, thallium flux FluxOr; stronger effect = lower value; activity change, % (tested at about 1.8 µM); 0.95% of 340,000 active;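 active = maximum activity change below -70%; inconclusive = maximum activity change from -70% to -50%; inactive = maximum activity change above -50%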;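 also: thallium influx rate constant from kinetic fluorescence after stimulation buffer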
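FluxOr-based Tl+ influx in U2OS cells transduced with KCNH2 3.1 virus; rate constants normalized to DMSO controls.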
KCNH2 WT inh: blocks the wildtype human KCNH2 potassium channel | Q12809 | U2OS, BacMam KCNH2, thallium flux FluxOr; stronger effect = lower value | activity change, % at 1.84 µM | 0.37% of 340,000 active | AID 720551;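 active = maximum activity change below -70%; inconclusive = maximum activity change between -70% and -50%; inactive = maximum activity change above -50%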
Target sequence (Q12809 whole entry, looked up): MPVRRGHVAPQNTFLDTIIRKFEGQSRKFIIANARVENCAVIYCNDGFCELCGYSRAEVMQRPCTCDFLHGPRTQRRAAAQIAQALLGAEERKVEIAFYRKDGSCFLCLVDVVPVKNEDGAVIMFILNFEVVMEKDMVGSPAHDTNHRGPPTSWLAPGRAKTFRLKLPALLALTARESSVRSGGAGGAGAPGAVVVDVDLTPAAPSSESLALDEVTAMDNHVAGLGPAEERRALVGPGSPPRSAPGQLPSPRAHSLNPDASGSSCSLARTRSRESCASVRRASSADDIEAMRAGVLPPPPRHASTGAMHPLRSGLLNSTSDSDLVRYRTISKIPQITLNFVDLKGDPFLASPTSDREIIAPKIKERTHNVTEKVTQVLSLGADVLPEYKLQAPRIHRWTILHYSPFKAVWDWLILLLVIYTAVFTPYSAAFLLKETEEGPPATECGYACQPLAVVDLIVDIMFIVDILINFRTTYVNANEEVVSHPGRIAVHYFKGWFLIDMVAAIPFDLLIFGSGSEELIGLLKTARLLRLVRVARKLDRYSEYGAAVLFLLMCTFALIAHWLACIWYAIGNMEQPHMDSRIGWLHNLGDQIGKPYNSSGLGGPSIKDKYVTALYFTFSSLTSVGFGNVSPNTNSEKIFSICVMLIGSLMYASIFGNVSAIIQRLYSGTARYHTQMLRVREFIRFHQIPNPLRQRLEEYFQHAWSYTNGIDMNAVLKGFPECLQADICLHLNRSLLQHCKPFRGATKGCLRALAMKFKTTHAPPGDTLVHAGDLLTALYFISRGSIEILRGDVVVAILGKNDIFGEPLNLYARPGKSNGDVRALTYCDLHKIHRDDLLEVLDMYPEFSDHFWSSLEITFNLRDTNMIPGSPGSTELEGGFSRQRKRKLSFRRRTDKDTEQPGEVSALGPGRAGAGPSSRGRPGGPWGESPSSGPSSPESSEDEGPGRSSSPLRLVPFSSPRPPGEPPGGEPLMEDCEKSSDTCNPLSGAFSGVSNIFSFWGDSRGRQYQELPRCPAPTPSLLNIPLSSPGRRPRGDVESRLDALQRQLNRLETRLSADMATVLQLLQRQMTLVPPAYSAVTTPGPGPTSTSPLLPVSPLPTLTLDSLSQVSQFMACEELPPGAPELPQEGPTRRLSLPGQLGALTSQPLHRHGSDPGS
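U2OS cells were transduced with wild-type KCNH2 virus (2.03 x 10^8 / mL) for 4 h at room temperature, then cultured overnight at 37 C. Thallium flux was read with FluxOr dye. Rate constants were normalized to DMSO controls.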
The depositor's hits bear a star; ? = inconclusive; . = no result given; [ ] = dose if it differs, or a comment. % is scaled to controls: 0 for no effect and ±100 for the full control effect.

Start of the data: the first 16 compounds, ahead of the listing:
Compound | KCNH2 3.1 inh | Giardia killer | KCNH2 WT inh
Cc1ccnc(NC(=O)c2cccc(NC(=O)c3ccc(Cl)cc3)c2)c1 | -33.2 | 7.7 | -3.0
COc1ccc(N2CC(C(=O)Nc3nnc(SCC(=O)NCC4CCCO4)s3)CC2=O)cc1 (stereo not drawn) | -197.4* | -1.3 | -127.8*
O=C(O)C1=C[C@H](c2ccc(C(F)(F)F)cc2)C[C@H](OCCCCO)O1 | 5.0 | 47.0[activator] | -8.5
NC(=O)C1C2C=CC(C2)C1c1ccccc1 (stereo not drawn) | -11.2 | 8.9 | 0.8
CCOC(=O)C1(C(=O)OCC)NC(=O)CC1C (stereo not drawn) | 19.1 | 3.4 | -1.7
Cc1cc(NC(=O)Nc2ccc(Cl)c(Cl)c2)no1 | -19.0 | 11.1 | 3.7
c1ccc(CSc2ncnc3c2ncn3C2CCCCO2)cc1 (stereo not drawn) | -2.1 | -0.2 | -8.5
CC(C(=O)Nc1ccc2c(c1)OCO2)N(C)CC(=O)Nc1ccc(Cl)cc1 (stereo not drawn) | -10.3 | -9.2 | 8.2
CC(C)(C)OC(=O)N(Cc1ccccc1)Cc1ccccc1OCc1cccc(NC(=O)c2ccccc2)c1 | -13.7 | -3.8 | 7.3
CCOC(=O)C(CCc1ccccn1)c1ccccc1 (stereo not drawn) | -0.1 | 6.3 | 0.7
C#Cc1ccc([C@H]2C=C(C(=O)OCC=C)O[C@@H](OCCCCO)C2)cc1 | -12.1 | 3.1 | -17.7
O=[N+]([O-])c1cc(-c2csc(NC(CO)c3nc4ccccc4n3CCOCCO)n2)ccc1Cl (stereo not drawn) | -25.6 | -1.4 | -5.5
CC[C@H]1c2[nH]c3ccc(C(C)C)cc3c2[C@@H]2CCN3C(=O)CCC[C@H]1[C@H]23 | -3.0 | 8.2 | 11.3
COc1ccc(NC(=O)c2c[nH]c(=O)n(-c3ccc(C)c(C)c3)c2=O)c(OC)c1 | -5.9 | 14.2 | -3.7
Cn1c(=O)c2c(nc(CN3CCN(c4ccccc4)CC3)n2CCc2ccccc2)n(C)c1=O | -26.0 | -18.1 | 11.6
COc1ccc(CCNc2cc(N3CCN(C(=O)c4ccccc4OC)CC3)ccc2[N+](=O)[O-])cc1OC | 0.7 | 7.8 | -9.3

The list itself, from the start:
Compound | KCNH2 3.1 inh | Giardia killer | KCNH2 WT inh
Cc1ccnc(NC(=O)c2cccc(NC(=O)c3ccc(Cl)cc3)c2)c1 | -33.2 | 7.7 | -3.0
COc1ccc(N2CC(C(=O)Nc3nnc(SCC(=O)NCC4CCCO4)s3)CC2=O)cc1 (stereo not drawn) | -197.4* | -1.3 | -127.8*
O=C(O)C1=C[C@H](c2ccc(C(F)(F)F)cc2)C[C@H](OCCCCO)O1 | 5.0 | 47.0[activator] | -8.5
NC(=O)C1C2C=CC(C2)C1c1ccccc1 (stereo not drawn) | -11.2 | 8.9 | 0.8
CCOC(=O)C1(C(=O)OCC)NC(=O)CC1C (stereo not drawn) | 19.1 | 3.4 | -1.7
Cc1cc(NC(=O)Nc2ccc(Cl)c(Cl)c2)no1 | -19.0 | 11.1 | 3.7
c1ccc(CSc2ncnc3c2ncn3C2CCCCO2)cc1 (stereo not drawn) | -2.1 | -0.2 | -8.5
CC(C(=O)Nc1ccc2c(c1)OCO2)N(C)CC(=O)Nc1ccc(Cl)cc1 (stereo not drawn) | -10.3 | -9.2 | 8.2
CC(C)(C)OC(=O)N(Cc1ccccc1)Cc1ccccc1OCc1cccc(NC(=O)c2ccccc2)c1 | -13.7 | -3.8 | 7.3
CCOC(=O)C(CCc1ccccn1)c1ccccc1 (stereo not drawn) | -0.1 | 6.3 | 0.7
C#Cc1ccc([C@H]2C=C(C(=O)OCC=C)O[C@@H](OCCCCO)C2)cc1 | -12.1 | 3.1 | -17.7
O=[N+]([O-])c1cc(-c2csc(NC(CO)c3nc4ccccc4n3CCOCCO)n2)ccc1Cl (stereo not drawn) | -25.6 | -1.4 | -5.5
CC[C@H]1c2[nH]c3ccc(C(C)C)cc3c2[C@@H]2CCN3C(=O)CCC[C@H]1[C@H]23 | -3.0 | 8.2 | 11.3
COc1ccc(NC(=O)c2c[nH]c(=O)n(-c3ccc(C)c(C)c3)c2=O)c(OC)c1 | -5.9 | 14.2 | -3.7
Cn1c(=O)c2c(nc(CN3CCN(c4ccccc4)CC3)n2CCc2ccccc2)n(C)c1=O | -26.0 | -18.1 | 11.6
COc1ccc(CCNc2cc(N3CCN(C(=O)c4ccccc4OC)CC3)ccc2[N+](=O)[O-])cc1OC | 0.7 | 7.8 | -9.3
Cc1ccc(Nc2nnc(C)c3ccccc23)c(C)c1 | -16.1 | 0.6 | -2.7
NC(=O)c1ncn([C@@H]2O[C@H](CNCc3ccc(OCC(=O)Nc4nccs4)cc3)[C@@H](O)[C@H]2O)n1 | 1.0 | 29.7 | -2.1
O=C1[C@H]2[C@H](C=CC[C@H]2C(=O)N2CCOCC2)CCN1Cc1ccc(Cl)c(Cl)c1 | 9.0 | 5.4 | 4.5
CC[C@H](C)[C@H](NC(=O)OCc1ccccc1)C(=O)OCC(=O)N1CCN(c2ccc(F)cc2)CC1 | ? | -20.7 | 25.5
Cn1cccc1C1C=C(c2ccc(C(C)(C)C)cc2)Nc2ncnn21 (stereo not drawn) | 7.8 | -7.9 | -10.6
CCO[C@@H]1OC(C(=O)NC2CC2)=C[C@H](C2CCCCC2)[C@H]1CCCO | 3.3 | 6.2 | -1.1
CCc1c(C2(O)CCCCC2)[nH]c2ccc(C(=O)OC)cc12 | -2.0 | 5.5 | 0.1
CCOCCn1c(CN2CCN(c3ccccc3)CC2)nc2c1c(=O)n(C)c(=O)n2C | 2.9 | -5.4 | 2.9
COC(=O)C1=C[C@@H](C(=O)OC)[C@@H]2C3=C(C(=O)[C@@]2(C)NC(=O)c2ccccc2)[C@H](C)C(C(=O)OC)=C(C(=O)OC)[C@@H]3C1 | 15.0 | -1.2 | 1.1

Compound | KCNH2 3.1 inh | Giardia killer | KCNH2 WT inh
O=C(O)C(SC(C(=O)O)c1ccccc1)c1ccccc1 (stereo not drawn) | 3.2 | -18.3 | -14.1
Cc1nc2ccc(Br)cc2c(=O)n1Cc1cccs1 | -2.5 | 7.9 | -0.1
CC(C)=CCc1c(-c2ccc(O)cc2O)oc2c3c(cc(O)c2c1=O)OC(C)(C)C=C3 | 2.7 | -11.5 | -9.8
Cc1ccc(C(=O)NN=Cc2ccc3c(c2)OCO3)cc1 | 21.2 | 5.5 | -1.6
Cc1ccc(OCCC(=O)Nc2cc(S(=O)(=O)N3CCOCC3)ccc2N2CCCC2)cc1 | 5.5 | -14.3 | -0.2
COc1ccc(S(=O)(=O)N2CCOCC2)cc1C(=O)Nc1ccc(N2CCCCCC2)cc1 | -13.8 | 1.4 | 2.7
O=C(/C=C/Nc1cccc([N+](=O)[O-])c1)c1ccco1 | 4.2 | 9.1 | -9.9
CCN(CC(=O)Nc1ccc(NC(C)=O)cc1)C(=O)c1cc([N+](=O)[O-])ccc1Sc1ccc(Cl)cc1 | 2.7 | 4.8 | 9.3
O=C(/C=C/c1ccccc1)Nc1cccc(C(=O)N2CCCC2)c1 | -11.4 | 7.3 | -4.2
CC1=CC(C)(C)NC(=S)N1c1ccc(Cl)cc1 | -8.9 | 3.5 | -8.9
C=C1CCN([C@@H](CC(C)C)C(=O)NCc2ccc(Cl)c(Cl)c2)S(=O)(=O)c2ccccc21 | -13.7 | 6.9 | -16.0
CN(Cc1ccccc1)C(=O)c1cccc(NC(=O)Cc2cccc(NC(=O)C3CCN(C(=O)C4CCC4)CC3)c2)c1 | 9.8 | -13.4 | -2.8
CN1c2ccccc2-c2ccccc2S1(=O)=O | -0.1 | 24.8 | -5.9
Cc1cc(C)c(CN2CCN(CCCn3ccc(NC(=O)OCc4ccccc4)nc3=O)CC2)c(C)c1 | -82.1* | -13.6 | -43.7
CN(Cc1cc(Cl)cc(Cl)c1O)Cc1c(O)ccc2ccccc12 | -10.5 | 29.8 | 4.7
O=C(CC(O)c1ccncc1)c1ccccc1O (stereo not drawn) | -18.7 | -3.6 | -1.3
CCCc1cc(=O)[nH]c(/N=C(/NC(=O)c2ccccc2)Nc2ccc3c(c2)OCCO3)n1 | 3.9 | 32.1[activator] | -1.7
CC(=O)CSc1nnc(-c2ccc(S(=O)(=O)N3CCC(C)CC3)cc2)o1 | -0.3 | -11.3 | 4.3
CCOC(=O)CN1C(=O)S/C(=C\c2ccc(-c3cccc(C(=O)O)c3C)o2)C1=O | 7.8 | 0.9 | 5.1
C#CCOCCOCCOCCNc1nc(N2CCN(C(=O)Cn3cc(CCO)nn3)CC2)nc(N2CCN(C(=O)Cn3cc(CCCN=C(N)N)nn3)CC2)n1 | -2.5 | -6.1 | 2.8
CN(CCc1ccccc1)C(=O)c1cccc(NC(=O)Cc2cccc(NC(=O)C3CCCN(C(=O)C4CC4)C3)c2)c1 (stereo not drawn) | 5.2 | -1.9 | 4.4
O=C(O)c1cc(=O)[nH]c2ccccc12 | 0.6 | -8.4 | 0.6
CCOc1cc(C(=O)Nc2ccc(S(=O)(=O)Nc3cnc4ccccc4n3)cc2)cc(OCC)c1OCC | -0.6 | -9.0 | -0.6
c1cc(CNCCNCc2ccncc2)ccn1 | -2.1 | -24.2 | -0.5
O=[N+]([O-])c1ccc2nc[nH]c2c1 | -83.7* | -12.0 | -16.6

Compound | KCNH2 3.1 inh | Giardia killer | KCNH2 WT inh
O=C(O)C(c1ccccc1)C1(O)CCC1 (stereo not drawn) | 13.4 | 10.3 | -1.8
Cc1noc(C)c1COc1ccccc1C(=O)N1CCN(S(=O)(=O)c2ccccc2Br)CC1 | 9.8 | -8.8 | 3.4
O=C(O)c1cc([N+](=O)[O-])cc2ccccc12 | 13.6 | 14.6 | 0.0
COC(=O)C=C1CCC2C3CCC4=CC(=O)C(Br)CC4(C)C3C(=O)CC12C (stereo not drawn) | 7.0 | -10.6 | -3.1
C=C1CCN([C@@H](CC(C)C)C(=O)NCCC(C)C)S(=O)(=O)c2ccccc21 | -75.1* | -9.6 | -1.9
O=C(O)CC1CCC1CC(=O)O (stereo not drawn) | -11.2 | 3.8 | 22.8
COc1ccc(S(=O)(=O)N2CCOCC2)cc1NC(=O)c1ccc(S(=O)(=O)N(C)c2ccccc2OC)cc1 | 3.2 | 27.6 | 3.3
O=[N+]([O-])c1ccc(C=NNc2ccccc2)cc1 | . | -8.7 | .
COc1cccc2c1C(CCCC(=O)O)CCC2 (stereo not drawn) | 9.2 | -25.8 | -1.6
Cc1ccc(S(=O)(=O)N(OCc2ccccc2)C(C)C(=O)O)cc1 (stereo not drawn) | 5.7 | 1.0 | -4.4
N/C(=N\NS(=O)(=O)c1ccccc1)c1ccccn1 | -5.8 | -0.4 | 2.7
COCCN(C(=O)Cc1csc(-c2cccc(Cl)c2)n1)c1c(N)n(Cc2ccccc2)c(=O)[nH]c1=O | 5.6 | 11.4 | -5.7
O=C1[C@@H]2[C@@H](CN3CN(c4ccccc4)N=C(c4ccccc4)[C@@]23c2ccccc2)C(=O)N1c1ccccc1 | 5.9 | 7.8 | -3.3
CCOc1ccc2nc(SCC(=O)N(CC(C)C)c3c(N)n(CC(C)C)c(=O)[nH]c3=O)[nH]c2c1 | -4.0 | -2.0 | -9.1
CC(C)C[C@@H](CNCC(=O)[C@H](CC(C)C)NC(=O)c1[nH]cnc1C(=O)N[C@@H](C)CN)NC(=O)c1nc[nH]c1C(=O)N[C@@H](CC(C)C)C(=O)O | 26.5 | -0.4 | -7.8
CCOC(=O)C1=C(C)N(CCCC(=O)O)C(=O)NC1c1ccc2ccccc2c1 (stereo not drawn) | 3.5 | 32.6[activator] | -3.4
C=CCn1c(SCC(=O)NCC(c2ccccc2)N(C)C)nc2sc3c(c2c1=O)CCC3 (stereo not drawn) | 9.0 | -1.3 | 1.4
Cc1nnc(SCCCOc2ccccc2)nc1C | 6.1 | -6.4 | -24.3
Cc1cccc(N2CCN(CC(O)COc3ccc4ccccc4c3)CC2)c1 (stereo not drawn) | -14.4 | -2.7 | -4.3
COc1ccccc1NC(=O)c1oc2ccccc2c1NC(=O)c1cc(OC)c(OC)c(OC)c1 | 12.5 | 7.0 | -10.2
COc1cccc(NC(=O)CN(C)C(=O)c2cc(CN3C(=O)c4ccccc4C3=O)ccc2OC)c1 | 20.9 | -10.0 | -1.6
CCOc1cc(/C=C2\SC(=S)N(NS(=O)(=O)c3ccc(C)cc3)C2=O)ccc1O | -5.6 | -6.3 | 16.7
CCCCn1c(N)c(N(CCOC)C(=O)c2cc(S(=O)(=O)N3CCOCC3)ccc2Cl)c(=O)[nH]c1=O | -7.0 | 29.2 | -2.3
CCOC(=O)c1c[nH]c2ccc([N+](=O)[O-])cc12 | 31.6 | -4.0 | -0.5

A portion of the library; count on the stated rates, not on these rows.
